High-throughput results from PubChem.
MazEF act: MazEF (E. coli) toxin RNase activation; AID 504720; FAM/BHQ RNA-DNA oligo cleavage fluorescence, 5 h; P0AE70; hit rate 0.32% among 350,000; activation, % at 20 µM; in the data active = activation above about 50%
Target sequence (P0AE70 whole entry, looked up): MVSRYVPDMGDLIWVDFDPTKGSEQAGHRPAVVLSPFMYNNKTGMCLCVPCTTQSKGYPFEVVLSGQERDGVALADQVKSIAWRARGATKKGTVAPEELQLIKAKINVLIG
PrPC surface inh: reduces human prion protein on the cell surface. P04156. cell surface PrPC, TR-FRET read-out. inhibition, % at 13.8 µM. hit rate 0.43% among 370,000; in the data active = inhibition above about 24%; also: 0% = median of the test wells and 100% = reference compound wells
BoNT-F LC inh: blocks Botulinum neurotoxin F light chain protease; hit rate 0.22% among 360,000; AID 588497; inhibition, % at 10 µM; Multiplex microsphere protease cleavage assay, flow cytometry; in the data active = inhibition above about 35%, passing the limit was not always enough; inconclusive = no clear call, values can overlap the other calls; also: plate controls were buffer without enzyme for full effect and enzyme alone for no effect
Rv3671c protease: Rv3671c (M. tuberculosis) protease inhibition. P9WHR9. hit rate 0.048% among 320,000. AID 2606. inhibition, % at 5.96 µM; in the data active = inhibition above about 38%;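 also: extracellular domain of Rv3671c used as enzyme; 0% = enzyme with DMSO and 100% = no enzyme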
Mtb FBA inh: inhibitors of M. tuberculosis fructose-bisphosphate aldolase; AID 588726; hit rate 2.3% among 360,000; inhibition, % at 1 µM; P9WQA3; purified M. tuberculosis FBA, fluorescence read-out; in the data active = inhibition above about 27%;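 also: 0% = vehicle and 100% = reference inhibitor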
Target sequence (P9WQA3 whole entry, looked up): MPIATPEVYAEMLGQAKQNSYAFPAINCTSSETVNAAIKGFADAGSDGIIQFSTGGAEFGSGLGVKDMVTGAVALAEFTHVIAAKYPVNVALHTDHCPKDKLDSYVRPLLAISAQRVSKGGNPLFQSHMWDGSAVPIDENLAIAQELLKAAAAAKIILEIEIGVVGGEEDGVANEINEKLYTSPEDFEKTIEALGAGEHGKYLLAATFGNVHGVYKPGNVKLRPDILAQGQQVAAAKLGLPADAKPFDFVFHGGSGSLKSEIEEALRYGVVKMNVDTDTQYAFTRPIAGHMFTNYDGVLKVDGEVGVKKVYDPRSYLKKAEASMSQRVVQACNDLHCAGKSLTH
GDH-TPI counter: inhibits GDH-TPI coupling enzymes, artifact for Mtb FBA screen; GDH-TPI coupled enzyme counterscreen, NADH absorbance; hit rate 1.2% among 360,000; inhibition, % at 4.8 µM; AID 588335; in the data active = inhibition above about 30%;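 also: 0% = DMSO wells and 100% = wells lacking the enzyme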
FadD28 FP inh: blocks FadD28 binding to the bisubstrate probe; fluorescence polarization; inhibition, % at 12.5 µM; hit rate 0.22% among 360,000; in the data active = inhibition above about 8.5%, passing the limit was not always enough; inconclusive = no clear call, values can overlap the other calls
BioA inh: inhibitors of Mycobacterium tuberculosis BioA enzyme; hit rate 0.096% among 360,000; inhibition, % at 9.99 µM; purified M. tuberculosis BioA enzyme, plate reader; in the data active = inhibition above about 40%; inconclusive = no clear call, values can overlap the other calls
UGM FP inh: inhibitors of M. tuberculosis UDP-galactopyranose mutase. purified UGM, fluorescence polarization probe displacement. hit rate 0.06% among 320,000. inhibition, % at 10 µM; in the data active = inhibition above about 10%, passing the limit was not always enough; inconclusive = no clear call, values can overlap the other calls
Target sequence (P9WIQ1 whole entry, looked up): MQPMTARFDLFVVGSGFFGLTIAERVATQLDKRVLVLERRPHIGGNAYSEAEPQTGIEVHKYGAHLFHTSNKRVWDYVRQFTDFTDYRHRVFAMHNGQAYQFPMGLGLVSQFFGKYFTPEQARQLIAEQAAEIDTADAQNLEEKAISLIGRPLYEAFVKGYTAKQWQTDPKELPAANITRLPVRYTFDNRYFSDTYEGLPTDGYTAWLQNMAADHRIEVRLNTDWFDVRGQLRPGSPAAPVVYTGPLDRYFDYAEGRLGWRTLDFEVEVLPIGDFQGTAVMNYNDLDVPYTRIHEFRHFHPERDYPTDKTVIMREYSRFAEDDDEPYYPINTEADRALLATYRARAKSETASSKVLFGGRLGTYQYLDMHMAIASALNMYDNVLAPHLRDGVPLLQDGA
Active calls of the source: *; u = inconclusive; x = not tested or not shown.

cpd | mol | MazEF act | PrPC surface inh | BoNT-F LC inh | Rv3671c protease | Mtb FBA inh | GDH-TPI counter | FadD28 FP inh | BioA inh | UGM FP inh
1 | CC12CCC(C(=O)N3CCN(C(c4ccccc4)c4ccccc4)CC3)(OC1=O)C2(C)C (stereo not given) | 2 | -2 | -13 | -2 | 1 | 4 | -1.1 | -1.8 | 3.2
2 | CCOc1nc(C)ccc1-c1noc(-c2ccccn2)n1 | 6 | 0 | 0 | -1 | -4 | -3 | -4.1 | -0.7 | -2.7
3 | CC(O)[C@H]1CC[C@H]2[C@@H]3CC[C@H]4C[C@H](O)CC[C@]4(C)[C@H]3[C@H](O)C[C@]12C (stereo not given in full) | 4 | 0 | 0 | -9 | 2 | 9 | -0.4 | -1.7 | 0.1
4 | CC1(C)Nc2ccccc2N(Cc2ccc([N+](=O)[O-])cc2)C1=O | 15 | -12 | -4 | 7 | 3 | 3 | -1.7 | 2.6 | -1.3
5 | CC(=O)Nc1cccc(NC(=O)CSc2nc(C)c(C)c(C)c2C#N)c1 | -12 | 10 | 5 | -23 | 1 | 15 | -2.8 | 0.7 | -0.6
6 | CN(C1CCCC1)C1CCN(C(=O)CNC(=O)/C=C/c2cccc(C(F)(F)F)c2)CC1 | 7 | -16 | 0 | -10 | 3 | 5 | -0.9 | -0.9 | 0.0
7 | Cc1nnc(SCc2ccc(CC(=O)O)cc2)o1 | -3 | 2 | 3 | -8 | -4 | 0 | -0.5 | 0.3 | 1.4
8 | COc1cc(/C=N/N2C(C)CCCC2C)cc(OC)c1O (stereo not given) | 2 | 4 | 18 | -8 | -2 | -2 | x | -0.2 | 3.5
9 | C[n+]1ccccc1/C=C/c1cc(Br)ccc1O | 0 | -24 | u | -1 | -4 | 9 | -3.7 | 0.9 | -1.5
10 | Cn1c(CC(=O)Nc2cccc(Cl)c2Cl)nnc1SCC(=O)NC1=NCCS1 | 0 | 0 | 5 | 2 | 1 | -8 | -2.9 | -2.0 | 3.3
11 | COc1ccc(C(=O)n2nc(C)cc2C)cc1OC | 2 | 1 | -6 | 0 | 1 | 9 | -0.8 | x | 1.8
12 | CC(C)Cn1c(N)c(C(=O)COC(=O)c2cc(-c3ccccc3)nc3ccccc23)c(=O)n(C)c1=O | -9 | 0 | 3 | 2 | 2 | 4 | -1.7 | -3.6 | -0.8
13 | O=C(CCCNS(=O)(=O)c1cccc2nsnc12)NCc1ccccc1 | 0 | -30 | 10 | 1 | 5 | -1 | -1.2 | 0.3 | -2.0
14 | CCCCNc1ccc2nsnc2c1[N+](=O)[O-] | -12 | -54 | -6 | -9 | -7 | 14 | 1.1 | -0.2 | 2.9
15 | Cc1ccc(CSCC(=O)N(C)CC(=O)Nc2c(Cl)cccc2Cl)cc1 | 0 | 8 | x | 6 | 1 | 1 | 0.6 | -1.6 | 2.8

The list goes on (four carried over from the part before).
cpd | mol | MazEF act | PrPC surface inh | BoNT-F LC inh | Rv3671c protease | Mtb FBA inh | GDH-TPI counter | FadD28 FP inh | BioA inh | UGM FP inh
12 | CC(C)Cn1c(N)c(C(=O)COC(=O)c2cc(-c3ccccc3)nc3ccccc23)c(=O)n(C)c1=O | -9 | 0 | 3 | 2 | 2 | 4 | -1.7 | -3.6 | -0.8
13 | O=C(CCCNS(=O)(=O)c1cccc2nsnc12)NCc1ccccc1 | 0 | -30 | 10 | 1 | 5 | -1 | -1.2 | 0.3 | -2.0
14 | CCCCNc1ccc2nsnc2c1[N+](=O)[O-] | -12 | -54 | -6 | -9 | -7 | 14 | 1.1 | -0.2 | 2.9
15 | Cc1ccc(CSCC(=O)N(C)CC(=O)Nc2c(Cl)cccc2Cl)cc1 | 0 | 8 | x | 6 | 1 | 1 | 0.6 | -1.6 | 2.8
16 | CCN(CC)c1ccc(NC(=O)COC(=O)Cc2ccsc2)cc1 | 1 | 3 | -2 | x | -3 | 4 | 1.0 | 0.8 | x
17 | CCNc1nc(SCc2ccccc2)nc(N2CCOCC2)n1 | 2 | 0 | -2 | 10 | -3 | -3 | -1.4 | 2.3 | -2.1
18 | CN(C)/C=C/c1onc(-c2ccccc2Cl)c1C#N | -1 | -4 | -5 | -9 | -2 | 43* | 4.9 | x | 0.7
19 | COc1ccc2[nH]c(=O)c(CN(C(=O)c3cccnc3)c3cccc(C)c3)cc2c1 | 5 | 1 | -4 | 2 | 9 | 15 | -3.3 | -1.6 | -0.3
20 | COc1ccc(CNC(=O)CS(=O)Cc2nc(-c3ccc(C)cc3)oc2C)cc1 (stereo not given) | -14 | -7 | 5 | -8 | 5 | 3 | 1.5 | -3.9 | -3.8
21 | O=C(O)c1cccc2c1C(=O)N(C1CCCCC1)C2 | 5 | -2 | 0 | 9 | 1 | 1 | -1.9 | -2.3 | -1.3
22 | COc1ccc(C2C(C#N)=C(N)Nc3nc4ccccc4n32)cc1 (stereo not given) | 0 | 6 | -5 | -8 | 6 | 8 | -1.8 | x | -0.2
23 | N#CCC(=O)N/N=C\c1ccccc1OC/C=C/c1ccccc1 | 3 | 7 | 0 | -19 | 0 | -1 | -0.4 | -1.1 | -7.8
24 | O=C(NNC(=O)c1ccncc1)c1ccncc1 | 2 | -8 | 0 | 1 | 0 | 15 | -0.4 | -1.9 | 0.0
25 | Cc1ccc(S(=O)(=O)N/N=C\c2cn(CC(N)=O)c3ccccc23)cc1C | -3 | -3 | -1 | 7 | -2 | 7 | -0.3 | 0.4 | -3.0
26 | O=C(NC(=S)Nc1ccc(S(=O)(=O)Nc2nccs2)cc1)c1ccccc1F | 3 | 3 | -4 | 12 | 1 | 5 | -1.8 | x | -0.9
27 | CCOc1ccc(C(C(=O)Nc2ccc(F)cc2)N(C(=O)Cn2nnc3ccccc32)C2CC2)cc1 (stereo not given) | -1 | 0 | 1 | 0 | -1 | 5 | -4.9 | 8.4 | 1.4
28 | C=CCn1c(Cc2ccc(OC)cc2)nnc1SCC(=O)c1cccc([N+](=O)[O-])c1 | -5 | -7 | -3 | -2 | 0 | 3 | 0.2 | 5.7 | -0.9
29 | O=C(O)c1sccc1Oc1ccc(NS(=O)(=O)c2cccc(F)c2)cc1 | 10 | -4 | -15 | 4 | 3 | 5 | -1.8 | -1.4 | -1.2
30 | CC1CCc2sc3c(c2C1)c(=O)n(CC(=O)O)c(=O)n3Cc1ccc(Cl)cc1 (stereo not given) | -14 | 2 | -3 | -5 | 1 | -7 | -6.1 | 15 | -0.4
31 | Cc1cc(=O)oc2c(C)c(OCC(=O)N3CCC(C(=O)O)(c4ccccc4)CC3)ccc12 | -27 | -3 | -4 | -3 | 35* | 13 | -2.3 | 1.0 | -1.2
32 | Cc1ccc2cc(N)ccc2n1 | -3 | -1 | -6 | x | 2 | 3 | -1.8 | x | x
33 | COc1ccc(N2C(=O)C3C(C2=O)C2C=CC3C23CC3)c(OC)c1 (stereo not given) | 5 | -1 | 20 | 1 | 0 | 2 | -0.1 | -1.9 | -4.5
34 | O=C(NC1CCSc2ccccc21)c1ccc(C(F)(F)F)cc1 (stereo not given) | 12 | 2 | 31 | 2 | 1 | 4 | -4.2 | -2.2 | -0.9
35 | CC(SCC(=O)Nc1ccc(F)cc1)c1nc2ccccc2c(=O)[nH]1 (stereo not given) | 2 | -1 | -4 | -8 | 3 | 6 | -2.3 | -1.9 | 3.2
36 | COc1ccccc1/C=C/C=N/n1c(-c2ccccn2)n[nH]c1=S | 2 | 3 | u | 2 | 1 | 20 | -1.0 | 0.1 | -5.3
37 | CCOCCCNC(=O)CN1C(=O)COc2ccc(S(=O)(=O)N3CCCC3)cc21 | 7 | 15 | -2 | 4 | 5 | -5 | -1.1 | -2.1 | -5.8
38 | COc1cccc(C2CC(C(F)(F)F)n3ncc(C(=O)Nc4c(C)n(C)n(-c5ccccc5)c4=O)c3N2)c1 (stereo not given) | 4 | -3 | -3 | 0 | -1 | 6 | -2.9 | 16 | 1.7
39 | Cc1c(OC(C)C(=O)NCCCN2CCOCC2)ccc2c1oc(=O)c1ccccc12 (stereo not given) | 6 | 2 | 2 | -8 | 74* | -6 | -4.8 | 6.0 | 0.5
40 | Cc1ccc(NC(=O)c2sccc2C)cc1S(=O)(=O)N(C)C | -3 | 2 | -6 | -4 | -3 | 7 | -5.5 | 2.6 | -0.9
41 | COc1ccc(NS(=O)(=O)c2ccc(O)c(NC(=O)c3cc4c(C)nn(-c5ccc(F)cc5)c4s3)c2)cc1 | -3 | x | 6 | -108 | 0 | 18 | -1.9 | x | -4.8
42 | CC(C#N)CCC#N (stereo not given) | 4 | 5 | 2 | 1 | -2 | 6 | -3.0 | -0.2 | 0.0
43 | COc1ccc(S(=O)(=O)N(C)c2ccc(C(=O)Nc3cccnc3)cc2)cc1OC | 5 | 4 | -5 | x | -1 | 0 | -1.1 | 22 | 1.0
44 | CCc1ccc(Nc2n[n+](C)c(-c3ccncc3)s2)cc1 | 3 | 3 | 2 | -3 | 2 | 15 | -11 | -0.9 | 0.1
45 | CCN1C(=O)[C@H]2[C@@H](c3ccc(C)cc3)N3C(=O)N(c4cccc(F)c4)C(=O)[C@@]3(C)[C@H]2C1=O | 5 | 4 | -6 | -1 | 0 | -1 | -1.5 | -0.6 | -0.3
46 | CCCCCCn1c(CN2CCCCC2C)nc2c1c(=O)n(C)c(=O)n2C (stereo not given) | -3 | 0 | -7 | 5 | 2 | 11 | -1.5 | -0.1 | -1.3
47 | COc1ccc(CNCCC(c2ccccc2)C2CCOC(C)(C)C2)cc1 (stereo not given) | 11 | -8 | -11 | 2 | 8 | -1 | -1.4 | x | 4.8
48 | Cc1ccc2c(c1)/C(=N/OC(=O)c1ccc(F)cc1)CCS2 | -10 | -1 | -5 | 1 | -3 | 3 | -1.0 | -0.1 | -1.7
49 | O=[N+]([O-])c1cccc2ncccc12 | 13 | 3 | -6 | -16 | x | x | -1.8 | -0.3 | -0.3
50 | CCc1ccc(S(=O)(=O)/N=C2\C=C(Nc3ccc(O)cc3)C(=O)c3ccccc32)cc1 | 2 | x | -15 | -129 | -5 | 5 | u | -1.0 | -1.2
51 | COc1cccc(CNC(=O)CCC2CCCN(C(=O)c3ccc(OC)c(F)c3)C2)c1 (stereo not given) | 6 | -6 | -6 | 10 | 1 | 3 | 0.2 | 1.1 | 0.7
52 | Cc1ccc(S(=O)(=O)N2CCCC2)cc1C(=O)NCC(C)(C)N1CCOCC1 | 4 | 0 | 5 | -1 | 1 | 2 | -1.4 | -2.2 | 1.8
53 | CCCCOc1ccc(Cl)cc1CSc1nncn1N | -7 | 10 | -4 | -8 | -1 | -9 | -2.6 | x | 0.9
54 | NCCNc1ccc([N+](=O)[O-])c(Sc2nc3ccccc3[nH]2)c1 | 14 | -38 | -14 | -14 | -5 | 11 | -44 | x | 1.3
55 | Cc1onc(-c2ccccc2)c1C(=O)NC(=S)NNC(=O)c1cc(-c2ccc(F)cc2)n[nH]1 | 2 | -5 | x | 6 | 7 | 27 | -1.5 | 0.4 | -1.5
56 | C/C(=N\O)c1ccc2c3ccccc3n(C)c2c1 | -3 | 11 | -8 | -6 | 44* | 5 | -4.0 | 0.7 | -0.4
57 | Cc1cc(OCCCCn2ccnc2)cc(C)c1Cl | 0 | 9 | -6 | 11 | 2 | 6 | -3.6 | x | -1.6
58 | CC1CC(=O)Nc2ccccc2N1C(=O)CSc1nnnn1C (stereo not given) | 2 | 4 | -1 | 3 | -1 | 4 | -0.8 | x | -1.5
59 | Cn1c(O)c(C=NCCOc2ccc(Cl)cc2)c(=O)n(C)c1=O | 2 | 4 | 20 | 1 | 4 | 10 | -0.7 | 0.8 | 3.5
60 | O=C(NCc1ccccc1)C(c1ccccc1)N(C(=O)c1csnn1)C1CCCC1 (stereo not given) | -7 | 6 | 6 | 9 | 1 | -1 | 0.1 | 0.7 | 0.4
61 | CCCN(CC(=O)Nc1cc(Cl)ccc1Cl)C(=O)CN1C(=O)C2CCCCC2C1=O (stereo not given) | 0 | 9 | -8 | -6 | 2 | -8 | -2.5 | -0.2 | 0.6
62 | CNc1n[nH]c(=S)s1 | -16 | 1 | 10 | 6 | 3 | -6 | 0.1 | -1.0 | 2.9
63 | O=C(O)c1ccccc1/C=N/Nc1ccc(S(=O)(=O)N2CCOCC2)cc1[N+](=O)[O-] | 3 | -24 | x | -2 | -2 | 27 | 0.6 | x | -2.0
